12-LOX inh = inhibitors of human 12S-lipoxygenase ALOX12. purified 12hLO, xylenol orange hydroperoxide absorbance. hit rate 1.1% among 580,000. AID 1671190. Potency, µM (titrated, usually from 108 µM), for the others: at the top dose activity change, negative = inhibition, hits mostly inhibitors; active means well fitted inhibition curve with a large enough effect; inconclusive means small, poorly fitted or top-dose-only effect, or another doubt; inactive means no such curve, though single readings can be large or run the other way
Target sequence (P18054 whole entry, looked up): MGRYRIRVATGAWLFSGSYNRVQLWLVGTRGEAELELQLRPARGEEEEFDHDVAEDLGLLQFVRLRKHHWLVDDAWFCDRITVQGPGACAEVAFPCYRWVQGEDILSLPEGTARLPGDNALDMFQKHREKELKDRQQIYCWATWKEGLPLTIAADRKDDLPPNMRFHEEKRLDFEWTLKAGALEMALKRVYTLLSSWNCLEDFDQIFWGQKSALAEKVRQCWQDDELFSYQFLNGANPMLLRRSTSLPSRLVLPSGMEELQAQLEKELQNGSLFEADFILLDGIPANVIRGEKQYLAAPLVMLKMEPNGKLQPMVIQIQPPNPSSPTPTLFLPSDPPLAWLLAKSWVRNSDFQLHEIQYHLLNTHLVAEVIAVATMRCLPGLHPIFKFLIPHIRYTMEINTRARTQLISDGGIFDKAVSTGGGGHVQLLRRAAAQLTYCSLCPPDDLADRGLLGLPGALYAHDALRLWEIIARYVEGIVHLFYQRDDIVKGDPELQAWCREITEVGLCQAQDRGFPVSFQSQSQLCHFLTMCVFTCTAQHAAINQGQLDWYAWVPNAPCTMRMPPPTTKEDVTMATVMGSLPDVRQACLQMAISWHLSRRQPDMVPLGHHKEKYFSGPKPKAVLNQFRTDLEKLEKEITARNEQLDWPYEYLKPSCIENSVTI
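Purified human 12hLO (150 nM final) in 25 mM Hepes, 0.01% Triton X-100, pH 7.0 was preincubated 15 min at room temperature with compound. Then 40 uM arachidonic acid was added, 30 min. Hydroperoxide was read by Fe-XO absorbance ratio 573/405 nm.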
Active calls of the source: *; u = inconclusive; [ ] = another dose, or the depositor's remark. On the % scale 0 is the no-effect control and ±100 the full control effect; potency means the concentration at half of the fitted maximal effect. Not all compounds are listed; the hit share may differ from the screen's.

Start of the data: the first seven compounds as a preview:
12-LOX inh | SMILES
-1% | Cc1ccc2[nH]cc(C(C(=O)O)N3CCCN(c4ccc(C(F)(F)F)cn4)CC3)c2c1 (stereo not given)
14% | O=C1CCN(Cc2ccc(F)cc2F)CCCCCCN1
u | CNc1snc(C)c1C(=O)NCCc1ccc(OC)cc1
-5% | OC[C@@H]1CN(Cc2ccc(-c3ccccc3)cc2)C[C@H](n2cnc3c(NC4CC4)ncnc32)O1
3.2µM* | COc1cc(N=Nc2ccc(Br)cc2)cc(C=O)c1O
63%[activator] | O=C1NCC(=O)N2CCN(C3CCN(Cc4ccco4)CC3)CC12 (stereo not given)
22% | CC(C)c1noc(-c2cn(C3CCN(C(=O)c4ccc(F)cc4)C3)nn2)n1 (stereo not given)

The list itself, from the first entry:
12-LOX inh | SMILES
-1% | Cc1ccc2[nH]cc(C(C(=O)O)N3CCCN(c4ccc(C(F)(F)F)cn4)CC3)c2c1 (stereo not given)
14% | O=C1CCN(Cc2ccc(F)cc2F)CCCCCCN1
u | CNc1snc(C)c1C(=O)NCCc1ccc(OC)cc1
-5% | OC[C@@H]1CN(Cc2ccc(-c3ccccc3)cc2)C[C@H](n2cnc3c(NC4CC4)ncnc32)O1
3.2µM* | COc1cc(N=Nc2ccc(Br)cc2)cc(C=O)c1O
63%[activator] | O=C1NCC(=O)N2CCN(C3CCN(Cc4ccco4)CC3)CC12 (stereo not given)
22% | CC(C)c1noc(-c2cn(C3CCN(C(=O)c4ccc(F)cc4)C3)nn2)n1 (stereo not given)
20% | CC(C)(C)c1ccnc(N[C@H]2CO[C@H]3[C@@H]2OC[C@@H]3NC(=O)CC2(CC(=O)O)CCCC2)n1
-12% | COc1ccccc1-c1cn(CC[C@H]2CC[C@@H](NS(=O)(=O)c3ccccc3C)[C@@H](CO)O2)nn1
10% | O=C(NCCCc1ccccc1)c1n[nH]c2c1CN(C(=O)c1ccccc1Cl)CC2
-4% | Cc1ccccc1NC(=O)Nc1nc(C(N)Cc2ccccc2)cs1 (stereo not given)
u | CN(C)CCN(C)CC[C@H]1CN(C(=O)C(C)(C)C)CC[C@H]1CC(=O)O
u | CN(C)c1ccc(Cl)c(NC(N)=S)c1
u | CCCCn1nc(C(=O)N(C)C2CCS(=O)(=O)C2)c2ccccc2c1=O (stereo not given)
6% | Cc1ccc(CNC(=O)CC2C=CCC2)cn1 (stereo not given)
7% | Cc1cccc(C)c1NC(=O)c1cc2ccccc2oc1=O
1% | COCCNC(=O)Cn1cc(S(=O)(=O)Cc2ccc(F)cc2)c2ccccc21
-2% | O=C1N[C@H](CC(=O)N2CCN(c3ccc(C(F)(F)F)cn3)CC2)C(=O)Nc2ccccc21
38%[activator] | C[C@@H]1CN(C(=O)c2ccc(-c3cnco3)cc2)CC[C@]1(C)O
u | COC(=O)C1=C(C)N(c2ccc(C)c(C)c2)C(=S)NC1c1ccsc1 (stereo not given)
u | COC(=O)[C@@]1(C(C)C)N=C(c2cc(OC)c(OC)c(OC)c2)[C@]2(O1)C(=O)Nc1ccccc12
-2% | Cc1ccc(C(=O)OCC(=O)Nc2c(C)nn(-c3ccccc3)c2C)c(O)c1
48%[activator] | O=C(CCc1nc(-c2ccco2)no1)N[C@@H]1CCOC[C@H]1OCC1CCC1
55%[activator] | O=C1NC2(CN(Cc3ccccc3C(F)(F)F)C2)Oc2ccccc21
5%[6.33 µM] | O=C(c1ccc(Cl)cc1)N1CCC2(CC1)C(=O)NCN2C(=O)CCCN1CCCC1
9% | CCN(C(=O)c1sc2nc3n(c(=O)c2c1C)CCCCC3)c1ccccc1
23% | Cc1ccc(/C=[N+](\[O-])C2N(C)C(=S)SC2(C)C)cc1 (stereo not given)
u | COc1cccc(Cn2cnc(-c3ccccc3OC)c2-c2cccs2)c1
4% | Cc1cc2nc(CSc3nc4ccc(NC(=O)C(C)(C)C)cc4s3)cc(=O)n2o1
u | COc1ccc(NC(=O)N2c3ccccc3Sc3ccccc32)cc1OC
33%[activator] | CC(C)c1noc(-c2cn(C3CCN(C(=O)Cc4ccc(F)cc4)C3)nn2)n1 (stereo not given)
-33% | CC1(C(=O)Nc2ccc3c(c2)OCCO3)CN(S(C)(=O)=O)CC(=O)N1CC(F)(F)F (stereo not given)
-23%[176 µM] | COCCn1c(=O)c2c(n1Cc1ccccc1)CN(C(=O)c1scnc1C)CC2
-2%[6.33 µM] | CN(C)C(=O)C1CCc2nnc(CNC(=O)c3ccccc3)n21 (stereo not given)
4%[176 µM] | O=C(c1ccno1)N1C[C@@H]2OCC(=O)N(c3ccccc3)[C@@H]2C1
3% | Cc1ccc(C2Cn3nnc(C(=O)N4CCC(C(=O)NCc5ccc(F)cc5)CC4)c3CO2)cc1 (stereo not given)
-5% | COc1cccc(OC)c1C(=O)Oc1ccc2c(c1)O/C(=C\c1cccs1)C2=O
25% | CC1C(c2ccc(F)cc2)=[N+]([O-])C(C)(c2cccc([N+](=O)[O-])c2)N1O (stereo not given)
10% | O=C(c1cnn2cccnc12)N1CCOc2ccc(C(O)C(c3ccccc3)c3ccccc3)cc2C1 (stereo not given)
37%[activator] | Cc1cc2c(cc1C(=O)N1C[C@@H](C)[C@](O)(C3CCC3)C1)OCCO2

Reformatted: results already given
CC1(C(=O)Nc2ccc3c(c2)OCCO3)CN(S(C)(=O)=O)CC(=O)N1CC(F)(F)F (stereo not given)
- 12-LOX inh = -33%

Cc1cc2c(cc1C(=O)N1C[C@@H](C)[C@](O)(C3CCC3)C1)OCCO2
- 12-LOX inh = 37%[activator]

CN(C)C(=O)C1CCc2nnc(CNC(=O)c3ccccc3)n21 (stereo not given)
- 12-LOX inh = -2%[6.33 µM]

CC1C(c2ccc(F)cc2)=[N+]([O-])C(C)(c2cccc([N+](=O)[O-])c2)N1O (stereo not given)
- 12-LOX inh = 25%

(cont.)
12-LOX inh | SMILES
u | Cc1n[nH]c(=O)c2c(NC(=O)CSc3nnc(C4CC4)n3-c3ccccc3)oc(C)c12
-2% | CCCn1nc(C(=O)OCC#N)c2ccccc2c1=O
2% | COc1ccc(C(=O)N2CCCC(CN3CCC(C)CC3)CC2)cc1 (stereo not given)
u | CCc1ncc(C(=O)N[C@@H]2c3ccccc3C3(CCNCC3)[C@H]2OC)cn1
37% | Cc1cnc(C(=O)N2CCC(c3noc(-c4ccccn4)n3)C2)cn1 (stereo not given)
-6% | COc1c(C)cnc(CN2CCN(C(C(=O)O)c3c[nH]c4ccccc34)CC2)c1C (stereo not given)
12% | Cn1c(C(=O)N2CCN(C(=O)C(C)(C)C)CC2)cc2ccccc21
54%[activator] | COc1ccc(C(=O)N2CCC3(CC2)CC(OCC2CC2)CCO3)cc1 (stereo not given)
-11% | CCCN(C)C1CN(Cc2cn(Cc3cc(C)cc(C)c3)nn2)S(=O)(=O)C1 (stereo not given)
-9% | Nc1ccc(Cl)cc1C(=O)c1ccc[nH]1
30%[activator][176 µM] | O=C1NC2(CCN(C(=O)c3ccccc3F)CC2)Oc2ccccc21
-6% | O=C(N[C@H](C(=O)N1CCC[C@H]1C(=O)NC1CCCC1)c1ccccc1)C1CC1
-41% | O=C(NCc1cccnc1)c1ccc2nccnc2c1
-4% | Cc1nc2cc(NS(=O)(=O)c3cc(F)cc(F)c3)ccc2o1
4% | Cc1ccc(S(=O)(=O)N2[C@H](CC(=O)c3ccc(Cl)c(Cl)c3)OC[C@@H]2C(C)C)cc1
43%[activator] | O=[S+]1([O-])CCCN1C1CCN(Cc2ccc(C(F)(F)F)cc2)CC1
-13% | Cc1cnc(CCNC(=O)c2ccc(C#N)cc2)n1C1CCCC1
13% | Cc1ccc(NC(=O)Cn2ccn3nc(-c4ccc(F)cc4)c(CO)c3c2=O)cc1F
-34% | CCCc1c(-c2ccccc2)ncn1Cc1ccccc1OC
31% | CCCc1nnc(NC(=O)c2cc(-c3ccncc3)nc3ccccc23)s1
5% | O=C(NCCN1CCOCC1)C(=O)NCC1OCCN1S(=O)(=O)c1ccc(Cl)cc1 (stereo not given)
6% | CC(C)c1ccc([S+](=O)([O-])N2CC(CNC(=O)c3cnn(C)c3)C3(CN(c4ccccc4)C3)C2)cc1 (stereo not given)
10% | O=C(NCCc1ccncc1)C1CN(C(=O)c2ccc(Cl)s2)CC12CCOCC2 (stereo not given)
-5% | COc1ccc(NC(=O)c2cc(-c3ccco3)nc3c2cnn3C(C)C)cc1OC(F)F
-13% | Cc1nn(CC(O)c2cc(F)ccc2F)c(=O)c2ccccc12 (stereo not given)
19% | O=C(C[C@@H]1O[C@H](CNC(=O)Nc2cccc(F)c2)[C@@H](O)[C@H]1O)NCCN1CCOCC1
28% | COc1ccc(-c2cn3nc(N4CCCC(C(=O)NCCc5cccs5)C4)sc3n2)cc1 (stereo not given)
-23% | Cc1oc(-c2ccccc2)nc1C(=O)N1CCN(CC(=O)N2CCOCC2)CC1
38%[activator] | CCC1(N2CCN(C(=O)c3ccc(N(C)C)cc3)CC2)CCN(S(C)(=O)=O)C1 (stereo not given)
11% | COCc1nc(-c2ccc(OC3CCN(S(=O)(=O)c4ccccc4C)C3)cc2)no1 (stereo not given)

4 entries picked at random from those above, as already listed:
12-LOX inh | SMILES
19% | O=C(C[C@@H]1O[C@H](CNC(=O)Nc2cccc(F)c2)[C@@H](O)[C@H]1O)NCCN1CCOCC1
-5% | COc1ccc(NC(=O)c2cc(-c3ccco3)nc3c2cnn3C(C)C)cc1OC(F)F
10% | O=C(NCCc1ccncc1)C1CN(C(=O)c2ccc(Cl)s2)CC12CCOCC2 (stereo not given)
5% | O=C(NCCN1CCOCC1)C(=O)NCC1OCCN1S(=O)(=O)c1ccc(Cl)cc1 (stereo not given)

(further entries)
12-LOX inh | SMILES
29% | Cc1cccc(C(=O)Nc2ccc3ncnc(N4CCCCC4)c3c2)c1
-8% | COc1ccc(C(=O)NC2CCc3n[nH]c(=O)n3CC2)c(OC)n1 (stereo not given)
8%[176 µM] | C[C@@H]1CN(C(=O)c2ccc3c(c2)NC(C)(COc2ccc4[nH]ccc4c2)CO3)C[C@H](C)O1 (stereo not given in full)
5% | Cc1nn(C)c(C)c1S(=O)(=O)N1CCC2(CC1)CC(Cc1cccc(F)c1)CCO2 (stereo not given)
u | CCCN(C)C(=O)c1c(-c2ccc(F)cc2)noc1[C@H](C)O
44% | CCNC(=O)CN1CCCC(CNC(=O)c2cccc(C(F)(F)F)c2)C1 (stereo not given)
12% | O=C(NCCS(=O)(=O)N1CCN(C(=O)c2ccco2)CC1)c1ccccc1
23%[176 µM] | COc1ccc2[nH]c(C[C@@H]3C[C@@H](C(C)C)[C@H](CNC(C)=O)C=C3C)nc2n1
-2% | CC(C)(C)OC(=O)N1CCC[C@H]1C(=O)N1CCC[C@H]1C(=O)NCc1ccc(F)cc1F
29% | Cc1ccc(C(=O)N2C[C@@H](COc3ccccc3)[C@H](C(N)=O)C2)nc1
2% | Cc1ccc(-c2cn[nH]c2C2CCCN(C(=O)CCCn3cnnn3)C2)cc1 (stereo not given)
u | C1CCN(CCC2CCCCN2)CC1 (stereo not given)
u | CC(C)CCN1CCC(N2CCN(C(=O)CC3CCCCC3)CC2)C1=O (stereo not given)
1% | Cc1cccc2cc(CN(C(=O)c3ccc(-c4ccc(F)cc4)cc3)C3CC3)c(N3CCC(O)CC3)nc12
0% | COc1ccc(C(=O)Nc2c(F)c(F)c(F)c(F)c2F)cc1OC
-2%[176 µM] | O=C(NC[C@H]1O[C@@H]2C[C@@H](CC(=O)N3CCOCC3)O[C@@H]2[C@@H]1O)Nc1cccs1
1% | CCCCn1c(SCC(=O)Nc2ccc(OC)cc2)nc2c(oc3ccccc32)c1=O
22%[176 µM] | Cn1nccc1-c1cnc2n[nH]c(-c3ccc4c(c3)OCO4)c2n1
-1%[176 µM] | CC(=O)N1CCCn2nc(C)c(-c3ccccc3OCc3ccccc3)c21
u | CC(C)C(=O)N1CCN(c2nc3c([nH]2)c(=O)n(C)c(=O)n3C)CC1
20% | O=C(C1CCC1)N1CCCC(Nc2ccc(F)cc2)C1 (stereo not given)
21%[176 µM] | CC1(C)[C@H](Cc2cc(CN3CCN(c4ccccc4)CC3)on2)C[C@@H]1NCC1CC1
-38%[176 µM] | COc1ncccc1-c1cc(C(=O)NCC2CCOCC2)c2c(c1)ncn2C
4% | C=CCOC(=O)c1[nH]c(C)c(C(=O)OCC)c1C
18% | O=C1CCC(C(=O)N2CCCn3nc(C(=O)Nc4ccccc4)cc3C2)=NN1
34%[activator][176 µM] | N#Cc1ccc(CN2C3CCC2CN(C(=O)c2ccncc2)C3)cc1
-67% | Cc1sc2nc(CN3CCOCC3)nc(Sc3nnnn3C3CC3)c2c1C
53%[activator] | CCC(C)NC(=O)C(NC(=O)c1ccc2c(c1)OCO2)C1CCN(C(=O)c2ccccc2F)CC1 (stereo not given)
-6% | Cc1ccccc1NC(=O)c1ccc2c(c1)N(C)C1CCCN1C2=O (stereo not given)
u | Cn1c(=O)c(=O)n(C)c2cc(N3CCCCC3)c(NS(=O)(=O)c3ccc(C(C)(C)C)cc3)cc21
u | CCOC(=O)NC(=O)COC(=O)[C@H](C)NC(=O)c1ccccc1
-9% | Cc1nn2c(c1-c1ccccc1OCc1ccccc1)N(C(=O)COc1ccccc1)CCC2
23% | O=C(O)CC(c1ccccc1)c1cc(Cl)ccc1O (stereo not given)
12%[12.5 µM] | Cc1cc(Cl)ccc1-c1cccc(C=O)c1
41%[activator] | COc1ccc(OC)c(C2CCCN2C(=O)c2ccc(-n3cccn3)cc2)c1 (stereo not given)
8% | Cc1sc2nc(SCc3c(F)cccc3Cl)n(CCCN3CCOCC3)c(=O)c2c1C
25% | COCc1ncc(C)n1CCNC(=O)c1c(C)noc1C
21% | CC(C)CNC(=O)c1cc(-c2ccccc2F)no1
1.8µM* | CCN1CCN(c2ccc3cc(S(=O)(=O)N4CCOCC4)ccc3n2)CC1
u | COC(=O)C(C#N)c1nc2ccccc2nc1NC1CC1 (stereo not given)
0% | CNC(=S)NNC(=O)c1ccc(F)cc1

High-throughput results (PubChem)
